proCasp7 act: counter-screen: procaspase-7 (human) activation. 330,000 compounds, 0.093% hits. activation, % at 8.5 µM. recombinant procaspase-7, Ac-DEVD-pNA absorbance 405 nm; D23A/D198A/D206A triple mutant, cannot self-cleave; scale: DMSO 0, 5 µM enzyme 100. P55210;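 active = percent activation above the screen-wide mean plus 3 SD, cut at about 25% in these data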
Target sequence (P55210 whole entry D23A/D198A/D206A): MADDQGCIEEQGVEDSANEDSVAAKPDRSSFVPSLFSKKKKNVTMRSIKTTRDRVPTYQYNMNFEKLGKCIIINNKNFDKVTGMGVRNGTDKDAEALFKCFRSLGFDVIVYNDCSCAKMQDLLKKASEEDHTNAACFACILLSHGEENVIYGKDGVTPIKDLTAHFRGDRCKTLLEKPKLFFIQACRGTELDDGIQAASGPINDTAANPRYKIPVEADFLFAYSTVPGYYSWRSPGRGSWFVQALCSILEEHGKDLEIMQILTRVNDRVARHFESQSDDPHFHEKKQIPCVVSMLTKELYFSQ
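Assay system – Uncleavable procaspase-7 mutant enzyme · Quantity – 2 µM procaspase-7 mutant as dispensed · Times – 1 h preincubation, 2 h reaction · Dosing – single nominal 8.5 µM compound dose, 0.8% DMSO final · Buffer or medium – Zinc-free 50 mM HEPES buffer, pH 7.4, with NaCl and Triton X-100 · Detection – Epi-absorbance of released pNA at 405 nm, two timepoints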
CTSL1 counter: cathepsin L1 inhibition, PFM18AAP counter-screen; recombinant F. hepatica cathepsin L1, Z-Leu-Arg-MCA fluorescence; inhibition, % at 5.96 µM; 300,000 compounds, 0.49% hits;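 active = inhibition above the mean of all tested compounds plus 3 SD, set per screening campaign, cut at about 17% in these data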;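 also: 0% = plate median of test compound wells and 100% = 1 µM Z-Phe-Ala-diazomethylketone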
core dimer inh: blocks dimerization of HCV core protein | TR-FRET GST/Flag-core106 dimerization, 1536-well | inhibition, % at 5 µM | 300,000 compounds, 0.33% hits | AID 1899;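 active = inhibition above the mean of all tested compounds plus 3 SD, set per screening campaign, cut at about 45% in these data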
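Assay system: tagged HCV core106 pair (GST and Flag); medium: KF-containing HEPES buffer, pH 7.45, DTT, CHAPS, BSA; also added: Eu donor and XL665 acceptor anti-tag antibodies; dosing: 5 µM single dose; timing: compound-protein-antibody incubation 4 h at 22.5 °C; signal: TR-FRET 671 and 617 nm emission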
TPT1 inhibitor: C. albicans TPT1 enzyme inhibition | recombinant caTPT1, FP RNA substrate dephosphorylation | inhibition, % at 5 µM | 300,000 compounds, 0.81% hits | AID 1962;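 active = inhibition above the mean of all tested compounds plus 3 SD, set per screening campaign, cut at about 24% in these data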;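 also: plate controls were DMSO alone for no effect and ferristatin control at 100 nM for full effect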
PP5 primary: PP5 (human) phosphatase inhibition; 320,000 compounds, 0.18% hits; AID 1987; purified PP5c, OMFP substrate fluorescence; inhibition, % at 6.7 µM;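 active = inhibition above the campaign's mean inhibition across all tested compounds plus 3 SD, cut at about 9.5% in these data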;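 also: 0% = DMSO only and 100% = 100 µM cantharidin control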
procasp3 activ: procaspase-3 (human) activation; activation, % at 8.5 µM; recombinant procaspase-3 D3A, Ac-DEVD-pNA absorbance 405 nm; P42574; 330,000 compounds, 0.11% hits;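 active = activation above the mean of all tested compounds plus 3 SD, cut at about 21% in these data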;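 also: 0% = DMSO alone and 100% = DMSO wells spiked with extra 5 µM PC-3 D3A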
Target sequence (P42574 whole entry D9A/D28A/D175A): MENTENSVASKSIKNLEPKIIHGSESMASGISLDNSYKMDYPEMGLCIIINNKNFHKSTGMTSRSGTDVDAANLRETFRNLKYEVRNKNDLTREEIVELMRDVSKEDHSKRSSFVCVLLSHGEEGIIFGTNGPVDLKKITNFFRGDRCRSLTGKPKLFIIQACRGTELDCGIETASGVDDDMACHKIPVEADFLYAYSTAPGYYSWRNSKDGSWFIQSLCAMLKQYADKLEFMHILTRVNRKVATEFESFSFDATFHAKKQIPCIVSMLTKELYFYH
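System: Procaspase-3 D3A mutant. Medium: Zinc-free 300 mM NaCl, 50 mM HEPES, 0.01% Triton X-100. Schedule: 1 h preincubation plus 2 h reaction at 25 °C. Measured by: 405 nm absorbance of p-nitroaniline, reads at 0 and 120 min. Read-out: percent activation relative to control range.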
GASC-1 inh: blocks human GASC-1 demethylase activity | inhibition, % at 2.35 µM | 330,000 compounds, 0.069% hits | AID 2099 | GST-JMJD2C(1-420) H3K9me3 demethylation, DELFIA europium | Q9H3R0;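 active = more than half of a compound's replicate wells show inhibition beyond 50%, single wells judged on their own value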;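 also: signal counts dimethyl H3K9 product captured on neutravidin plate; 0% = median of DMSO wells and 100% = 0.3 times that DMSO median; strong numbers were not always called active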
PP1 inh: PP1-alpha (human) inhibition in PP5 counter-screen; inhibition, % at 6.7 µM; 320,000 compounds, 0.9% hits; P62136; purified PP1alpha, OMFP fluorescence;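 active = inhibition above the mean inhibition of all tested compounds plus 3 SD, computed separately for each screening campaign, cut at about 15% in these data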
Target sequence (P62136 whole entry, looked up): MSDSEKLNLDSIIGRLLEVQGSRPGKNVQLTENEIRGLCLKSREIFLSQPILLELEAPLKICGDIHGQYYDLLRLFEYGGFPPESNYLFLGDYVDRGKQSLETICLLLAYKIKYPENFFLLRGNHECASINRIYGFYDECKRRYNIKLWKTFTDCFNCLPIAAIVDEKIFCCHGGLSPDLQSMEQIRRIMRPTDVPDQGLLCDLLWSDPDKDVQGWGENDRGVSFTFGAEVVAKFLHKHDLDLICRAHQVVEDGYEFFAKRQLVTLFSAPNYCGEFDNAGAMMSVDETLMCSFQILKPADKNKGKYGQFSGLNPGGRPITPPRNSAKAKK
Efflux pump mplx: antifungal efflux pump inhibition, Nile Red retention | S. cerevisiae Candida pump triplex | inhibition, % at 10 µM | 330,000 compounds, 0.44% hits;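 active = plate passing quality check with inhibition over a set limit, or well fluorescence over plate mean plus 4 SD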;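 also: Nile Red retained in pooled yeast measured as flow cytometry median fluorescence; 0% = buffer negative control and 100% = Enniatin B positive control; higher means more Nile Red kept so more efflux inhibition; some compounds called inactive have numbers as strong as hits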
* = called active by the depositor; · = not tested or not shown; & = joins results of further samples.

Under each structure: PP5 primary, proCasp7 act, TPT1 inhibitor, CTSL1 counter, PP1 inh, core dimer inh, procasp3 activ, Efflux pump mplx, GASC-1 inh
#1 N#Cc1c(Nc2ccc(F)cc2)sc(C(=O)c2ccccc2)c1N
    4.3, -13.0, 1.2, -2.1, 4.9, -2.4, -8.3, 0.0, -2.9
#2 CCOc1ccc(Oc2ccc(C(F)(F)F)cc2NC(=O)C2=COCCO2)cc1
    2.7, -3.5, ·, ·, 2.2, ·, 6.1, 0.1, 11.1
#3 COc1ccccc1NC(=O)c1ccc(Cl)c(S(=O)(=O)N2CCOCC2)c1
    -0.3, 10.3, -2.3, -2.0, -0.5, -0.4, 2.2, 0.0, 0.7
#4 CSCCC(NC(=O)c1ccco1)C(=O)NCC1CCCCC1 (stereo unspecified)
    1.1, 6.4, ·, ·, 5.3, ·, -5.9, -0.2, 1.7
#5 Cc1ccccc1OCCCCn1cnc2ccccc21
    4.1, 24.8, -0.1, 1.3, 0.3, 1.8, 7.9, 0.1, -4.4
#6 Cc1ccc(OCC(=O)N(C)Cc2ccccc2)c([N+](=O)[O-])n1
    2.8, 2.3, -1.4, 2.0, 0.2, -6.8, -2.6, -0.2, -19.6
#7 CC(Oc1ccc(Cl)cc1)c1ccn[nH]1 (stereo unspecified)
    -1.2, 3.6, -1.1, -2.1, -1.6, -5.1, 9.0, 0.0, 6.0
#8 CN(CCOc1ccccc1)C(=O)c1ccc(OC2CCN(C(=O)C3CC3)CC2)cc1
    -0.6, -3.7, 2.9, -1.9, -2.9, -0.9, 3.5, 0.2, 3.5
#9 O=c1c(Cc2ccc(Cl)cc2)c(O)ccn1Cc1ccccc1
    -2.7, 4.3, -5.0, -0.8, -1.7, -3.2, -4.7, 0.0, -5.9
#10 CC(=O)COc1ccc2oc(=O)cc(-c3cc4ccccc4o3)c2c1
    1.8, 6.4, 3.5, 3.9, 2.4, 12.2, 0.6, 0.1, -4.1
#11 Cc1ccc2c(=O)cc(C(=O)NCc3ccccc3)oc2c1C
    0.8, 9.0, -0.8, 0.7, 3.7, -5.5, 0.5, -0.2, 0.5
#12 O=C(COC(=O)CC1CCCC1)Nc1ccccc1[N+](=O)[O-]
    1.1, 0.3, ·, ·, -2.5, ·, 0.9, 0.9*, 5.8
#13 O=C(Nc1cccc(F)c1)C1CCCN(c2cnccn2)C1 (stereo unspecified)
    1.3, 0.3, -1.1, 0.3, -3.3, 4.2, -5.7, -0.1, 6.7
#14 Cn1c(=O)c2c(ncn2CC(=O)NCc2cccnc2)n(C)c1=O
    -1.8, 2.0, -2.5, -0.2, -5.1, -7.8, -2.6, 0.0, 13.8
#15 O=C(NC1CC1)C1CCCN(C(=O)NC2CCCCC2)C1 (stereo unspecified)
    -0.6, 0.1, -2.1, 1.1, -0.5, 2.4, 5.1, 0.0, -7.2
#16 COc1ccc(CCN2CC(C(=O)Nc3nnc(Cc4ccccc4)s3)CC2=O)cc1OC (stereo unspecified)
    0.2, -0.8, ·, ·, 0.1, ·, 9.2, 0.3, -1.5
#17 Cc1oc(-c2ccc3c(c2)OCCO3)cc1C(=O)O
    0.4, -1.1, -1.3, 0.4, -2.0, -3.0, -1.6, -0.2, 0.5
#18 Cc1nonc1CN(C)C(=O)CC1C(=O)NCCN1Cc1ccccc1C(F)(F)F (stereo unspecified)
    0.5, -3.7, -6.0, 4.7, -0.3, -1.8, -1.4, 0.0, -1.1
#19 O=C(OCn1nnc2ccccc2c1=O)c1cccc(S(=O)(=O)N2CCOCC2)c1
    0.4, -1.0, ·, ·, 0.7, ·, 0.6, 0.0, 6.8
#20 O=C(O)C1C2C=CC(C2)C1C(=O)NCCC1=CCCCC1 (stereo unspecified)
    0.6, 17.7, -2.9, -4.6, -3.0, -0.1, 7.2, -0.2, -24.7
#21 O=C(c1cc(C(=O)N2CCOCC2)c2nc3ccccc3n2c1)c1cc(Cl)cc(Cl)c1O
    2.9, 0.7, -2.0, 5.4, -0.6, 2.6, -2.1, 0.1, 2.1
#22 COc1cc(/C=C2\SC(=S)N(NC(=O)c3ccc(O)c(OC)c3)C2=O)ccc1O
    -1.1, -11.6, 34.5*, 3.7, 4.1, -20.8, -10.9, 0.0, 8.9
#23 Cn1c(=O)n(C)c2cc([N+](=O)[O-])c(N3CCN(S(=O)(=O)c4ccc(C(C)(C)C)cc4)CC3)cc21
    3.8, -2.2, -1.3, 0.9, -4.6, 18.7, -5.3, 0.0, -5.4
#24 CCCCN1CC[C@H]2C=CC[C@@H](C(=O)NCc3ccc(OC)cc3)[C@H]2C1=O
    4.2, -7.8, 4.7, -2.7, -6.5, -5.9, -7.0, 0.0, 1.9
#25 Cc1noc(C)c1C(=O)Nc1nc(-c2ccc(F)cc2)cs1
    1.5, -8.4, ·, ·, 0.1, ·, -4.6, -0.2, ·
#26 CCCCSc1nc(O)cc(=O)n1CC
    0.0, 2.5, 0.4, -1.1, 0.2, -1.6, -2.2, 0.3, -0.4
#27 Cc1nc(NC(=O)CSc2nnc(-c3ccccc3)c(-c3ccccc3)n2)c(Cl)cc1Cl
    0.1, 7.0, 13.6, 2.6, 14.0, 19.8, -4.0, -0.2, 2.9
#28 Cc1ccc(NC(=O)COC(=O)/C=C/c2ccco2)cc1S(=O)(=O)N(C)C
    0.8, -1.6, 1.6, -9.2, 3.4, 22.7, 0.5, 0.2, -15.0
#29 CC(C)C[C@H](N)c1cn([C@@H](Cc2cc3ccccc3[nH]2)C(=O)N2CCNCC2)nn1
    -0.1, 5.0, -1.5, 2.9, -3.6, 2.2, 2.9, 0.0, 0.7
#30 Cc1ccc(O)c(NC(=O)c2ccccc2-c2ccccc2C(=O)O)c1
    0.8, 3.6, -0.9, -5.2, -1.3, 0.9, -8.7, 0.3, -3.3
#31 O=C(CCCCl)Nc1nc(-c2ccc3c(c2)OCCO3)cs1
    3.4, 0.7, -0.9, -0.6, 5.5, 12.8, -12.1, -0.1, -2.1
#32 N/C(=N\OCC(=O)Nc1ccccc1)c1nonc1N
    2.5, 2.8, 0.0, 0.1, 0.7, -0.3, -3.5, 0.1, 10.3
#33 O=C1/C(=C/c2cccnc2)Oc2cc(OS(=O)(=O)c3ccc(F)cc3)ccc21
    2.1, -2.5, 1.3, -0.9, 2.6, 5.9, -2.0, 0.0, 22.1
#34 O=C(CSc1nnc(-c2ccccn2)n1Cc1ccccc1)NC1CCCC1
    -1.2, 5.3, 2.9, 0.4, 2.1, 5.8, -0.6, 0.0, 3.1
#35 O=C(CSc1n[nH]c(-c2ccco2)n1)Nc1sc2c(c1C(=O)Nc1ccccc1)CCCC2
    3.0, 14.9, 0.5, -0.4, 5.0, 28.5, 1.5, 0.1, -12.1&2.8
#36 O=C(O)c1cc(/C=N\O)ccc1OCc1ccccc1
    -0.3, 6.5, -5.7, -0.1, -2.1, 1.0, -1.9, -0.2, 10.0
#37 O=S(=O)(c1ccc(NC(=S)N/N=C/c2ccc(O)c(O)c2)cc1)N1CCOCC1
    1.3, -16.3, 0.4, -6.5, -1.5, -4.0, -9.2, 0.0, -7.1
#38 COc1ccc(OC)c(NC(=S)NN2CCN(C)CC2)c1
    -0.8, -3.4, -1.3, -0.3, 0.6, 4.2, 1.6, 0.0, 2.9
#39 Cc1ccc(S(=O)(=O)N2CCC(C(=O)NNC(=O)c3ccncc3)CC2)cc1
    -4.3, 5.7, 1.6, 2.4, -7.5, -1.4, 0.6, -0.1, 2.6
#40 Cc1ccccc1Cn1c2ccccc2c2cnn(CC(=O)NCc3ccco3)c(=O)c21
    -1.2, -26.8, -1.9, -2.2, 6.2, 11.3, 3.8, 0.1, 1.7
#41 COc1ccc(N2C(=O)CCC2=O)cc1
    1.4, -7.9, 0.0, -2.5, -1.6, 1.7, -6.4, 0.0, 72.9
#42 CN1C(=O)c2cccc3c(N)ccc(c23)C1=O
    -8.6, -6.6, -115.4, -2.9, -17.6, -32.7, 3.7, 0.1, -5.7
#43 COc1ccc(C2=NN(C(N)=S)C(c3ccco3)C2)cc1 (stereo unspecified)
    -3.1, -19.2, 20.1, 62.5*, 3.9, -1.9, 5.6, 0.1, 12.7
#44 Cc1cccc(NC(=O)c2nc[nH]c2C(=O)N[C@@H](C)C(=O)OC(C)(C)C)c1
    6.1, -1.6, 1.8, -0.5, 4.4, -18.5, 1.2, 0.1, 4.1
#45 Cc1ccc(C(=O)/C=C/c2ccc(Br)cc2)o1
    -1.3, 9.5, -1.6, -0.3, 0.4, 11.1, -5.5, 0.0, -4.5
#46 Brc1ccc(-c2ccc(/C=N/Nc3nncc(-c4ccccc4)n3)o2)cc1
    4.1, -11.1, -1.9, -0.9, -1.6, 10.2, -2.3, 0.1, 4.6
#47 C=CCn1c(SCCC#N)nnc1-c1ccncc1
    1.3, 4.2, -2.8, -3.6, 2.8, -2.5, 4.4, -0.1, -2.6
#48 NC(=O)c1cc2ccccc2oc1=NCc1ccccc1
    1.2, 19.4, -2.2, 1.6, -0.7, 13.9, 7.2, 0.2, 0.1
#49 CC1CCN(C(=O)c2ccc(NC(=O)c3ccccc3)cc2)CC1
    -0.1, -2.4, -1.9, -2.1, -0.7, 9.4, 2.4, -0.1, -10.6
#50 COc1ccccc1/C=C/C1(C(=O)NC2CCCC2)CC(=O)N1c1ccc(F)cc1 (stereo unspecified)
    3.3, 0.2, -0.7, 6.3, 2.8, 5.4, -4.6, -0.3, -22.1
#51 CN(c1ccccc1)S(=O)(=O)c1cccc(NC(=O)COC(=O)C2CCCCC2)c1
    5.3, -1.6, 0.5, 10.0, -0.5, 2.5, 7.0, 0.5, 8.7
#52 CCCCOP(=O)(OCCCC)C(O)c1ccc(N(C)C)cc1 (stereo unspecified)
    -1.3, 0.4, -5.3, 0.6, -4.1, -1.3, -2.7, 0.0, -35.4

Individual results from the entries so far.
COc1ccc(N2C(=O)CCC2=O)cc1 in core dimer inh = 1.7
CN1C(=O)c2cccc3c(N)ccc(c23)C1=O in Efflux pump mplx = 0.1
